Vif imaging: HIV Vif inhibition | HEK293T cells, Vif self-association by quenched fluorescence, imaging, 24 h | inhibition, % at 7.49 µM | 340,000 compounds, 0.35% hits; in the data active = inhibition above about 50%, passing the limit was not always enough; note: some results filed as inactive read as strong as hits
SRC3 inh: inhibitors of human steroid receptor coactivator 3 (SRC3) | Q9Y6Q9 | HEK293 GAL4-SRC3 luciferase reporter, luminescence | inhibition, % at 3.6 µM | 360,000 compounds, 0.17% hits | AID 588352;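 active = inhibition above a per-campaign cutoff, the mean of all compounds plus 3 SD, cut at about 60% in these data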;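 note: 0% = DMSO-treated cells and 100% = gossypol-treated cells at 36 µM; higher means less SRC3-driven luciferase light from the GAL4 reporter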
TLR9-MyD88 inh: inhibitors of human TLR9-MyD88 binding. Q9NR96+Q99836. CHO BLA complementation TLR9-MyD88, CCF4 FRET ratio. inhibition, % at 4.98 µM. 340,000 compounds, 0.21% hits;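 active = inhibition above the mean over all tested compounds plus 3 SD, cut at about 21% in these data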;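 note: 0% = DMSO only wells and 100% = clavulanate BLA inhibitor control wells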
NCOA2 inhibitor: human SRC2 (NCOA2) inhibition | Q15596 | HEK293 GAL4-SRC2 luciferase reporter, luminescence | inhibition, % at 9 µM | 370,000 compounds, 0.17% hits | AID 651957;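 active = inhibition above the mean inhibition of all tested compounds plus 3 SD, set per campaign, cut at about 52% in these data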;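 note: 0% = DMSO treated cells and 100% = cells given Gossypol at 36 µM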
Target sequence (Q15596 whole entry, looked up, the tested form may be a part): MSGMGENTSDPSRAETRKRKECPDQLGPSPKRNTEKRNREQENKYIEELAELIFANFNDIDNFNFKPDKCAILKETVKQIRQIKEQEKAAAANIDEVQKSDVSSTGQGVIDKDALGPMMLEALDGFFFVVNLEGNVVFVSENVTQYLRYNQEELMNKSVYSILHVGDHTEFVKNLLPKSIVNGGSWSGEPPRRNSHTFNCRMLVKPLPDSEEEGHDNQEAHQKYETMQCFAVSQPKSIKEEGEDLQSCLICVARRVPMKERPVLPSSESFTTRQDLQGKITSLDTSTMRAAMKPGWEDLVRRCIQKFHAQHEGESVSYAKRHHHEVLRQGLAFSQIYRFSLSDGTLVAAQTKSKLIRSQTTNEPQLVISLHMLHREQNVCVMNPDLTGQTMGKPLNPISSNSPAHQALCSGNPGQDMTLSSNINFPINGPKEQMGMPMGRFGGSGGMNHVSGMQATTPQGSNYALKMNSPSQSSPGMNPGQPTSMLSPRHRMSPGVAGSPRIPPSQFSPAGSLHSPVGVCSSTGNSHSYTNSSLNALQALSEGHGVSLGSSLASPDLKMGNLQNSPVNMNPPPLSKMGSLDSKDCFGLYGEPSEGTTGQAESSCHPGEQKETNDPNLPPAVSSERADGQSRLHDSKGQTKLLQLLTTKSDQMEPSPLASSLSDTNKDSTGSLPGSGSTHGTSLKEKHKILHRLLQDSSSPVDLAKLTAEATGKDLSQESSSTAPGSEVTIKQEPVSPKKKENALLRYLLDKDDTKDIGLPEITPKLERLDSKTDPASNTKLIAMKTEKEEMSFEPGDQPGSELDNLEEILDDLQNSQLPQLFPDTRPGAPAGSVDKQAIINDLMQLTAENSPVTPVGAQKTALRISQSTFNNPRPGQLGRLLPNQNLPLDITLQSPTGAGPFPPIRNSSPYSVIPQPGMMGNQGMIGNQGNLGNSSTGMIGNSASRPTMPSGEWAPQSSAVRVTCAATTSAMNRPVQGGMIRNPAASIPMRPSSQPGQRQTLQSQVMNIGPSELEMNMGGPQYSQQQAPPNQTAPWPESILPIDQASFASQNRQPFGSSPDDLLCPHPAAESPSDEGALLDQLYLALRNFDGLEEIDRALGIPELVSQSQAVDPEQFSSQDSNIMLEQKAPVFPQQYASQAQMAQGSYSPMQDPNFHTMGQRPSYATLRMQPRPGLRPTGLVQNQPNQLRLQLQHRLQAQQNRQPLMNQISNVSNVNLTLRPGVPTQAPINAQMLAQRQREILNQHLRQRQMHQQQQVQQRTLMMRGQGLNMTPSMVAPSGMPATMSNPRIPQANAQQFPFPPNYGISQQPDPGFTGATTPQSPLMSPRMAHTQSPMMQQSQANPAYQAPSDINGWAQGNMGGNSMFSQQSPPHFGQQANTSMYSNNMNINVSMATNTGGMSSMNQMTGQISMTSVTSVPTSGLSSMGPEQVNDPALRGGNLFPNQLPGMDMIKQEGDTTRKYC
TRAIL sens C8: sensitizes caspase-8 expressing cells to TRAIL | 360,000 compounds, 1% hits | NB7+C8 cells + TRAIL, ATPlite viability luminescence | inhibition (viability loss, TRAIL sensitization), % at 10 µM;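 active = compounds causing at least 50% loss of cell viability in the single-dose screen, relative to plate controls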
SRC1 inh: human NCOA1 inhibition | Q15788 | HEK293 GAL4-SRC1 luciferase reporter, luminescence | inhibition, % at 3.6 µM | 360,000 compounds, 0.12% hits;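 active = inhibition above the campaign mean plus 3 SD, with each screening campaign given its own cutoff, cut at about 60% in these data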;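 note: 0% = DMSO treated cells and 100% = gossypol at 36 µM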
COUP-TFII inh: blocks human COUP-TFII nuclear receptor; P24468; HEK293T NGFI-A luciferase reporter, luminescence; inhibition, % at 8.6 µM; 370,000 compounds, 0.7% hits; AID 686940;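 active = inhibition above a per-plate cutoff, mean inhibition of test wells between control levels plus 3 SD, cut at about 38% in these data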;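 note: cells cotransfected with COUP-TFII expression vector driving the NGFI-A reporter; 0% = median of COUP-TF2 test wells and 100% = reporter-only cells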
EBV LMP1 NFkB: reduces LMP1-driven NF-kappaB luciferase signal. LMP1-induced NF-kappaB luciferase reporter cells, luminescence. AID 504558. inhibition, % at 12.5 µM. 350,000 compounds, 0.69% hits; in the data active = inhibition above about 41%;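 note: 0% = neutral control wells and 100% = reference inhibitor control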
TROY NFkB inh: TROY signaling inhibition | Q293 LMP1-TROYcd NF-kB luciferase reporter, 4 h | AID 1347056 | inhibition, % at 10 µM | 360,000 compounds, 0.98% hits;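 active = compounds whose plate-normalised and pattern-corrected inhibition of the luciferase reporter signal at the single screening dose is 50% or more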
LRH-1 inv ag: suppresses constitutive activity of human LRH-1; HEK293T StAR-luciferase reporter, LRH-1 transfected, 24 h; 360,000 compounds, 0.13% hits; inhibition, % at 3.6 µM;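 active = inhibition above the mean inhibition of all tested compounds plus 3 SD, cut at about 73% in these data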;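 note: 0% = DMSO wells and 100% = reporter-only cells lacking LRH-1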
NOD2-RIPK2 inh: blocks binding of human NOD2 to RIPK2; inhibition, % at 4.98 µM; CHO BLA complementation NOD2-RIPK2, CCF4 ratio; 360,000 compounds, 0.38% hits; AID 624267; O43353; in the data active = inhibition above about 21%;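 note: 0% = vehicle only and 100% = reference blocker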
Active calls of the source: *. A portion of the library. The share of hits here may be higher or lower than overall.

Results for CC1CCCC(NCC(=O)Nc2ccc(C(N)=O)cc2)C1C (stereo not drawn) ?
Vif imaging: 5; SRC3 inh: 8; TLR9-MyD88 inh: 2; NCOA2 inhibitor: 2; TRAIL sens C8: -4; SRC1 inh: 12; COUP-TFII inh: 2; EBV LMP1 NFkB: 6; TROY NFkB inh: 10; LRH-1 inv ag: 10; NOD2-RIPK2 inh: 2

How did COc1ccc(OCCNS(=O)(=O)c2cccc([N+](=O)[O-])c2)cc1 do in these assays?
Vif imaging: -7; SRC3 inh: 15; TLR9-MyD88 inh: 6; NCOA2 inhibitor: 6; TRAIL sens C8: 1; SRC1 inh: -14; COUP-TFII inh: 7; EBV LMP1 NFkB: 6; TROY NFkB inh: 1; LRH-1 inv ag: -11; NOD2-RIPK2 inh: -1

Results for COC(=O)c1ccc(-n2cc(-c3ccc(OC)cc3)[nH]c2=S)cc1 ?
Vif imaging: -3; SRC3 inh: 8; TLR9-MyD88 inh: -2; NCOA2 inhibitor: -5; TRAIL sens C8: 9; SRC1 inh: -42; COUP-TFII inh: -9; EBV LMP1 NFkB: 1; TROY NFkB inh: 0; LRH-1 inv ag: 0; NOD2-RIPK2 inh: 4

How did Cc1ccc(S(=O)(=O)N2CCC(=O)N(C(COCc3cccc(C(F)(F)F)c3)Cc3ccccc3)CC2)cc1 (stereo not drawn) do in these assays?
Vif imaging: -7; SRC3 inh: 4; TLR9-MyD88 inh: -5; NCOA2 inhibitor: 0; TRAIL sens C8: 16; SRC1 inh: 3; COUP-TFII inh: -6; EBV LMP1 NFkB: -6; TROY NFkB inh: -25; LRH-1 inv ag: 0; NOD2-RIPK2 inh: -5

Results for CC(C)c1ccc(CCNC(=O)CCNS(=O)(=O)c2ccc(Br)cc2)cc1 ?
Vif imaging: 3; SRC3 inh: 5; TLR9-MyD88 inh: -2; NCOA2 inhibitor: -6; TRAIL sens C8: -5; SRC1 inh: -5; COUP-TFII inh: -4; EBV LMP1 NFkB: 4; TROY NFkB inh: 8; LRH-1 inv ag: -4; NOD2-RIPK2 inh: -10

How did O=C(NCCN1CCOCC1)c1cc([N+](=O)[O-])cc([N+](=O)[O-])c1 do in these assays?
Vif imaging: -1; SRC3 inh: 12; TLR9-MyD88 inh: 7; NCOA2 inhibitor: 2; TRAIL sens C8: -2; SRC1 inh: 0; COUP-TFII inh: 7; EBV LMP1 NFkB: 5; TROY NFkB inh: -17; LRH-1 inv ag: 13; NOD2-RIPK2 inh: -1

What do the screens show for `C=CCSc1nc2c(c(C3CC=CCC3)c1C#N)CCC2` (stereo not drawn)?
SRC3 inh: 14; TLR9-MyD88 inh: -1; NCOA2 inhibitor: 8; TRAIL sens C8: 12; SRC1 inh: -3; COUP-TFII inh: -5; EBV LMP1 NFkB: -5; TROY NFkB inh: -1; LRH-1 inv ag: -3; NOD2-RIPK2 inh: -1

How did Cc1cccc(-n2ccnc2SCC(=O)Nc2nccs2)c1C do in these assays?
Vif imaging: 5; SRC3 inh: -44; TLR9-MyD88 inh: 2; NCOA2 inhibitor: 10; TRAIL sens C8: -10; SRC1 inh: -8; COUP-TFII inh: -7; EBV LMP1 NFkB: -10; TROY NFkB inh: 3; LRH-1 inv ag: 10; NOD2-RIPK2 inh: 9

What do the screens show for `COc1ccc(C(=O)CC(c2ccccc2)C2C(=O)CCCC2=O)cc1` (stereo not drawn)?
Vif imaging: 8; SRC3 inh: 1; TLR9-MyD88 inh: -4; NCOA2 inhibitor: -5; TRAIL sens C8: 4; SRC1 inh: -9; COUP-TFII inh: 22; EBV LMP1 NFkB: -3; TROY NFkB inh: -24; LRH-1 inv ag: -2; NOD2-RIPK2 inh: 0

What do the screens show for `Cc1ccc(/C=N/NC(=O)c2cc3c(ccc4ccccc43)o2)o1`?
Vif imaging: -12; SRC3 inh: -20; TLR9-MyD88 inh: -9; NCOA2 inhibitor: -4; TRAIL sens C8: -5; SRC1 inh: 4; COUP-TFII inh: 0; EBV LMP1 NFkB: 7; TROY NFkB inh: 73*; LRH-1 inv ag: -27; NOD2-RIPK2 inh: -8

Brought forward from above: 2 compounds, then new ones.
What do the screens show for `COc1ccc(C(=O)CC(c2ccccc2)C2C(=O)CCCC2=O)cc1` (stereo not drawn)?
Vif imaging: 8; SRC3 inh: 1; TLR9-MyD88 inh: -4; NCOA2 inhibitor: -5; TRAIL sens C8: 4; SRC1 inh: -9; COUP-TFII inh: 22; EBV LMP1 NFkB: -3; TROY NFkB inh: -24; LRH-1 inv ag: -2; NOD2-RIPK2 inh: 0

What do the screens show for `Cc1ccc(/C=N/NC(=O)c2cc3c(ccc4ccccc43)o2)o1`?
Vif imaging: -12; SRC3 inh: -20; TLR9-MyD88 inh: -9; NCOA2 inhibitor: -4; TRAIL sens C8: -5; SRC1 inh: 4; COUP-TFII inh: 0; EBV LMP1 NFkB: 7; TROY NFkB inh: 73*; LRH-1 inv ag: -27; NOD2-RIPK2 inh: -8

What do the screens show for `O=C(NC1=CC(=O)c2ccccc2C1=O)c1ccccc1`?
Vif imaging: 120*; SRC3 inh: -19; TLR9-MyD88 inh: 8; NCOA2 inhibitor: -7; TRAIL sens C8: 95*; SRC1 inh: -28; COUP-TFII inh: 5; EBV LMP1 NFkB: -12; TROY NFkB inh: 64*; LRH-1 inv ag: 11; NOD2-RIPK2 inh: 61*

What do the screens show for `Cn1cccc1C(=O)NC(=O)COC(=O)c1ccccc1Sc1ccccc1C#N`?
Vif imaging: 1; SRC3 inh: 3; TLR9-MyD88 inh: -1; NCOA2 inhibitor: -1; TRAIL sens C8: -11; SRC1 inh: -8; COUP-TFII inh: 15; EBV LMP1 NFkB: 6; TROY NFkB inh: 17; LRH-1 inv ag: -22; NOD2-RIPK2 inh: -7

How did CNC(=O)C1CCN(S(=O)(=O)c2c(C)noc2/C=C/c2cccc(C)c2)CC1 do in these assays?
Vif imaging: -9; SRC3 inh: -19; TLR9-MyD88 inh: -6; NCOA2 inhibitor: -38; TRAIL sens C8: 1; SRC1 inh: -15; COUP-TFII inh: -6; EBV LMP1 NFkB: 1; TROY NFkB inh: 4; LRH-1 inv ag: 1; NOD2-RIPK2 inh: -4

Results for CN(CC(=O)Nc1ccc(F)cc1)S(=O)(=O)c1ccc2c(c1)c(=O)n(C)c(=O)n2C ?
Vif imaging: 6; SRC3 inh: -10; TLR9-MyD88 inh: 0; NCOA2 inhibitor: 7; TRAIL sens C8: -13; SRC1 inh: 7; COUP-TFII inh: -20; EBV LMP1 NFkB: -1; TROY NFkB inh: -21; LRH-1 inv ag: -16; NOD2-RIPK2 inh: 4

Results for CCCNC(=O)NC(=O)CSc1nc2ccccc2n1CC(C)C ?
Vif imaging: 1; SRC3 inh: 2; TLR9-MyD88 inh: 2; NCOA2 inhibitor: -24; TRAIL sens C8: -19; SRC1 inh: 1; COUP-TFII inh: 16; EBV LMP1 NFkB: 4; TROY NFkB inh: -1; LRH-1 inv ag: 17; NOD2-RIPK2 inh: -6

Results for O=C(CSc1nc2c(sc3ccccc32)c(=O)n1CCO)NCC1CCCO1 (stereo not drawn) ?
Vif imaging: -1; SRC3 inh: -14; TLR9-MyD88 inh: -10; NCOA2 inhibitor: -13; TRAIL sens C8: 6; SRC1 inh: -15; COUP-TFII inh: 8; EBV LMP1 NFkB: -3; TROY NFkB inh: 2; LRH-1 inv ag: 3; NOD2-RIPK2 inh: -8

How did CN(C)CCCNC(=O)c1ccc2[nH]c3ccccc3c2c1 do in these assays?
Vif imaging: 5; SRC3 inh: 21; TLR9-MyD88 inh: -12; NCOA2 inhibitor: -7; TRAIL sens C8: 3; SRC1 inh: 18; COUP-TFII inh: -8; EBV LMP1 NFkB: -13; TROY NFkB inh: 0; LRH-1 inv ag: -17; NOD2-RIPK2 inh: -4

Results for COc1ccccc1CCC(=O)OC(C)C(=O)Nc1c(C)n(C)n(-c2ccccc2)c1=O (stereo not drawn) ?
Vif imaging: 8; SRC3 inh: 10; TLR9-MyD88 inh: 5; NCOA2 inhibitor: -29; TRAIL sens C8: -19; SRC1 inh: 1; COUP-TFII inh: 15; EBV LMP1 NFkB: 2; TROY NFkB inh: 11; LRH-1 inv ag: 1; NOD2-RIPK2 inh: -3

What do the screens show for `O=C(COC(=O)c1cccc(N2C(=O)c3ccccc3C2=O)c1)Nc1ccccc1`?
Vif imaging: -6; SRC3 inh: 9; TLR9-MyD88 inh: 5; NCOA2 inhibitor: 15; TRAIL sens C8: 4; SRC1 inh: 10; COUP-TFII inh: -4; EBV LMP1 NFkB: 10; TROY NFkB inh: -13; LRH-1 inv ag: -27; NOD2-RIPK2 inh: -13

How did O=C(CNC(=S)N(Cc1ccccc1)Cc1cccnc1)NCCN1CCOCC1 do in these assays?
Vif imaging: 1; SRC3 inh: -14; TLR9-MyD88 inh: 3; NCOA2 inhibitor: -16; TRAIL sens C8: 0; SRC1 inh: 0; COUP-TFII inh: -5; EBV LMP1 NFkB: -8; TROY NFkB inh: -7; LRH-1 inv ag: -9; NOD2-RIPK2 inh: -1

How did CCOC(=O)c1ccc(NS(=O)(=O)c2c(C)n[nH]c2C)cc1 do in these assays?
Vif imaging: 1; SRC3 inh: 0; TLR9-MyD88 inh: -2; NCOA2 inhibitor: 7; TRAIL sens C8: 21; SRC1 inh: 0; COUP-TFII inh: 6; EBV LMP1 NFkB: 1; TROY NFkB inh: -2; LRH-1 inv ag: 6; NOD2-RIPK2 inh: 5

What do the screens show for `CC(C)(C)c1ccc(NC(=O)c2ccc3c(c2)S(=O)(=O)c2ccccc2C3=O)cc1`?
Vif imaging: -1; SRC3 inh: 0; TLR9-MyD88 inh: 6; NCOA2 inhibitor: -39; TRAIL sens C8: 38; SRC1 inh: -3; COUP-TFII inh: 1; EBV LMP1 NFkB: -17; TROY NFkB inh: -16; LRH-1 inv ag: -9; NOD2-RIPK2 inh: 6

How did C/C(CC(=O)Nc1ccc(F)cc1)=N\NC(=O)COc1ccccc1 do in these assays?
Vif imaging: 0; SRC3 inh: -13; TLR9-MyD88 inh: -4; NCOA2 inhibitor: 2; TRAIL sens C8: -8; SRC1 inh: -12; COUP-TFII inh: -3; EBV LMP1 NFkB: -5; TROY NFkB inh: -1; LRH-1 inv ag: 0; NOD2-RIPK2 inh: -1

Results for Cc1cccc(N(CC(=O)NCCSc2ccccn2)S(=O)(=O)c2ccccc2)c1 ?
Vif imaging: -11; SRC3 inh: 0; TLR9-MyD88 inh: -1; NCOA2 inhibitor: -6; TRAIL sens C8: -7; SRC1 inh: -12; COUP-TFII inh: -4; EBV LMP1 NFkB: 5; TROY NFkB inh: -10; LRH-1 inv ag: 8; NOD2-RIPK2 inh: -4

What do the screens show for `COc1ccccc1/C=C1\SC(=S)N(NS(=O)(=O)c2ccc(C)cc2)C1=O`?
Vif imaging: -16; SRC3 inh: -22; TLR9-MyD88 inh: 1; NCOA2 inhibitor: -27; TRAIL sens C8: 7; SRC1 inh: 5; COUP-TFII inh: 5; EBV LMP1 NFkB: -12; TROY NFkB inh: 28; LRH-1 inv ag: -10; NOD2-RIPK2 inh: 6
